From PubChem
DRD3 agonist: agonists of human D3 dopamine receptor; max activation, %; P35462; D3R DiscoveRx beta-arrestin cells, luminescence, 90 min; actives 0.58% (n = 410,000); AID 652048; in the data active means max activation above about 30%; further: 0% is about no effect; mostly tested at two doses, the higher about 12 µM
Target sequence (P35462 whole entry, looked up): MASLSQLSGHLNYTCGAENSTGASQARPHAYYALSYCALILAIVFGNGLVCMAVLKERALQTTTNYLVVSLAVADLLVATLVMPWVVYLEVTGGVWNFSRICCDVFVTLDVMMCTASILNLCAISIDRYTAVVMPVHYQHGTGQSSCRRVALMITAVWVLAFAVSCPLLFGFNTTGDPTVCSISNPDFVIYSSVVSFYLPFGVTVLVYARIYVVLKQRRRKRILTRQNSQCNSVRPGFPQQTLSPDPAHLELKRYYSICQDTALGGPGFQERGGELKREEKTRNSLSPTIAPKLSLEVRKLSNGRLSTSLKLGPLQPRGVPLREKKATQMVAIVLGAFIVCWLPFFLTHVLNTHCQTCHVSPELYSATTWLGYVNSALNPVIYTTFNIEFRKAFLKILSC
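Agonist-mode cell screen: cells plated at 1500/well and incubated overnight at 37 °C, then exposed to library compounds for 90 min at 37 °C. Detection reagent was added for 30–60 min at room temperature, and luminescence was read.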
KB-V1 cytotox: KB-V1 MDR subline cytotoxicity; Potency, µM (titrated, usually from 46.1 µM), without a hit: at the top dose activity change, negative = cytotoxicity, usual class: cytotoxic; actives 3.4% (n = 400,000); KB-V1 MDR cells viability, CellTiter-Glo, 72 h; further: potency means the concentration at half of the fitted maximal effect; on the % scale 0 is the no-effect control and ±100 the full control effect; nearly all actives have a fitted effect of over 60% in size
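Following 72 h at 37 degrees C with compound, KB-V1 cell viability was read by CellTiter-Glo luminescence, medium being phenol-red-free DMEM plus 10% FBS; concentration-response parameters came from normalized, curve-fitted qHTS data.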
HT1080NT lethal: kills 2HG-producing HT-1080-NT fibrosarcoma cells; HT-1080-NT fibrosarcoma viability, CellTiter-Glo ATP luminescence, 48 h; Potency, µM (doses to about 46.1 µM), inactives show top-dose activity, negative = less viability, usual class: cytotoxic; actives 1.6% (n = 360,000); AID 686970;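 further: NT is the 2HG producing partner of a matched IDH1 knockdown line; potency means the concentration at half of the fitted maximal effect; 0% = DMSO-treated cells and -100% = media-only wells without cells; nearly all actives have a fitted effect of over 55% in size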
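Luminescent CellTiter-Glo readout after 48 hours of compound exposure at 37 degrees C defined viability of HT-1080-NT cells. Activity was normalized to DMSO wells and cell-free media wells; concentration-response curves were fitted and assigned curve classes.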
SW480 rerep: induces DNA re-replication in SW480 colon adenocarcinoma cells; AID 624297; SW480 DNA re-replication, Hoechst DNA content imaging, 48 h; Potency, µM (titrated, usually from 46.1 µM), for the others: at the highest dose re-replication activation, most hits filed as activators; actives 1.8% (n = 340,000); further: potency means the concentration at half of the fitted maximal effect; % of control where 0% means no effect; nearly all actives have a fitted effect of over 55% in size
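Readout is total intensity of Hoechst-stained nuclei, excited at 405 nm and collected at 500-530 nm. Compound treatment lasted 48 hr at 37 C in 5% CO2 before staining.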
HT1080 IDH1KD tx: toxicity to HT-1080 IDH1 knockdown cells (counter line); HT-1080 IDH1 knockdown viability, ATP luminescence, 48 h; actives 2% (n = 360,000); Potency, µM (doses to about 46.1 µM), for the others: at the top dose activity, negative = toxicity, actives largely listed as cytotoxic; AID 686971;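 further: potency means the concentration at half of the fitted maximal effect; 0% = DMSO wells and -100% = cell-free medium wells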
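Assay cells: HT-1080 with IDH1 knockdown, 750 per well, RPMI/5% FBS. Exposure: 48 h at 37 °C following 2 h pre-incubation. Read: CellTiter-Glo luminescence; fitted concentration-response, curve class assigned.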
DRD3 antagonist: D3 dopamine receptor (human) antagonism; P35462; D3R cells, DiscoveRx beta-arrestin luminescence, antagonist mode; stronger effect = lower value; max response, negative = inhibition, %; actives 2.5% (n = 360,000); AID 652054; in the data active means max response below about -50%; inconclusive means no clear call, values can overlap the other calls; further: on the % scale 0 is the no-effect control and ±100 the full control effect; mostly tested at two doses, the higher about 12 µM
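Cells expressing the human receptor were seeded at 1500 cells/well, incubated overnight at 37 degrees C in 5% CO2, then exposed to library compounds with dopamine controls for 90 minutes at 37 degrees C before luminescent detection.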
KB-3-1 cytotox: KB-3-1 parental cell cytotoxicity | KB-3-1 viability, CellTiter-Glo ATP luminescence, 72 h | Potency, µM (highest dose often 46.1 µM), for inactives: at the highest dose activity change, negative = cytotoxic, hits mostly cytotoxic | actives 1.4% (n = 400,000) | AID 1347075; further: potency means the concentration at half of the fitted maximal effect; on the % scale 0 is the no-effect control and ±100 the full control effect; nearly all actives have a fitted effect of over 60% in size
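Luminescent ATP read-out (CellTiter-Glo) measures survival of drug-naive KB-3-1 cells after 72 h compound exposure at 37 °C. Titration series was screened from lowest to highest concentration, with DMSO vehicle plates as background controls.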
GLP-1R agonist: GLP-1 receptor (human) agonism; actives 0.007% (n = 380,000); AID 624172; HEK293 GLP-1R CRE-luciferase, luminescence, 4-6 h; cells express a hypersensitive GLP-1R form; Potency, µM (series often up to 45.6 µM), inactives show top-dose activation, most hits filed as activators; further: potency means the concentration at half of the fitted maximal effect; % of control where 0% means no effect
Target sequence (P43220 whole entry, looked up): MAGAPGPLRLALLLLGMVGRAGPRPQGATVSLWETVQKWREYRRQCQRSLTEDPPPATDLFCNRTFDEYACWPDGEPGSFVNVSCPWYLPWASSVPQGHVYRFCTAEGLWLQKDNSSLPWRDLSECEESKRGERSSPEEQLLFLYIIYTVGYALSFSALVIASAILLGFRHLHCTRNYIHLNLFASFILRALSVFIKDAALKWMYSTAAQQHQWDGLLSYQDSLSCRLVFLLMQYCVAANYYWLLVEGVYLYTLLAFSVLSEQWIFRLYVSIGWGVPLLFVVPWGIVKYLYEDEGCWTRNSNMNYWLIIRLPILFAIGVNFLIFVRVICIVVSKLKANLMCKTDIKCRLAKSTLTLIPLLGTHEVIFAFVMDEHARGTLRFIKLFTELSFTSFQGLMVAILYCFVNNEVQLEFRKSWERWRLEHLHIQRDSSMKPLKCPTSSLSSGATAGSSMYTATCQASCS
IL1B secr inh: inflammasome signaling inhibition, IL-1 beta readout; AID 743279; actives 4.7% (n = 360,000); activity change, % at 57.5 µM; THP-1 LPS/ATP IL-1B secretion, AlphaLISA, 16 h; stronger effect = lower value; in the data active means activity change below about -50%; inconclusive means mostly about -30% to -49%; further: on the % scale 0 is the no-effect control and ±100 the full control effect
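THP-1 cells pretreated 1 hr with compounds (up to 57.5 uM final), then stimulated with LPS (250 ng/mL final) plus ATP (1.25 mM final); secreted IL-1B measured by AlphaLISA after 16 hr, decreased signal indicating inhibition.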
Active calls of the source: *; ? = inconclusive; · = no result given; & = joins results of further samples; [ ] = remark or other dose. Unless noted, the call rests on the fitted dose curve; in most records, active means well fitted curve in the direction sought with a large enough effect; inconclusive means small, poorly fitted or top-dose-only effect, or another doubt; inactive means no such curve, though single readings can be large; an effect the other way counts as inactive or inconclusive.

SMILES	GLP-1R agonist	DRD3 agonist	IL1B secr inh	HT1080NT lethal	KB-3-1 cytotox	HT1080 IDH1KD tx	SW480 rerep	KB-V1 cytotox	DRD3 antagonist
Cc1[nH]c(=O)[nH]c(=O)c1/C=N/NC(=O)[C@@H](N)CC(C)C	-5%	-7	-5	18%	?	1%	3%	2%	2
CCc1ccccc1NS(=O)(=O)c1cc2c3c(c1)CCN3C(=O)CC2	2%	-1	23	1%	3%	-2%	4%	?	9
Cn1c(=O)c2cc(NC(=O)c3ccccc3Cl)c(=O)oc2n(C)c1=O	-1%	20	-23	3%	4%	-7%	?	-3%	30
NS(=O)(=O)c1ccc(CCNC(=O)c2ccc(Cl)c(S(=O)(=O)NCc3ccco3)c2)cc1	6%	2	24	2%	?	2%	-16%	?	6
O=C(Oc1ccc(-c2cnc3ccccc3n2)cc1)c1cc([N+](=O)[O-])ccc1Cl	-4%	-1	18	25%	-5%	24%	-8%	-1%	1
CC(C)c1ccc(OCC(=O)NC(=S)Nc2ccc3c4c(cccc24)CC3)cc1	1%	-1	4	-1%	-10%	-3%	?	-17%	-13
O=C(NCCN1CCC(n2c(=O)[nH]c3ccccc32)CC1)c1cccc2c1-c1ccccc1C2=O	-4%	-14	-95*	14%	5%	6%	·	1%	0
CCn1c(SCc2ccccc2)nc2c1c(=O)[nH]c(=O)n2C	21%	3	48	-3%	0%	-12%	10%	14%	26
COCCN(CCOC)S(=O)(=O)c1ccc(C(=O)Nc2nc3c(s2)CCc2ccccc2-3)cc1	-5%	3	-1	?	-25%	?	?	8.2µM*	4
COc1ccc(C(=O)c2c[nH]c(C(=O)NCCCN3CCOCC3)c2)cc1	0%	-11	-21	-1%	?	-2%	-1%	-6%	-5
O=C(CN(Cc1ccccc1F)C(=O)Cn1nnc(-c2cccs2)n1)NC1CCCCC1	-4%	1	-2	-15%	-7%	-4%	1%	1%	-1
Cc1nc(CSc2ccc(Cl)cc2)cc(N2CCOCC2)n1	10%	-4	-26	-3%	5%	0%	-2%	-13%	-11
CCC(C)Nc1nc(Cl)nc(N(C#N)CN2C(=O)c3ccccc3S2(=O)=O)n1 (centres undefined)	8%	-3	-66*	-20%	11%	-23%	?	6%	-71*
Cc1cccc(NC(=O)c2cc3c(s2)-c2c(C)cccc2OC3)n1	1%	0	20	3%	-22%	1%	?	18%	8
O=C(Nc1cccc2c1CCCC2)C1CCN(C(=O)NC2CCCCC2)CC1	-6%	-2	15	-2%	-1%	-3%	-14%	13µM*	7
O=C(N/N=C/C=C\c1ccccc1[N+](=O)[O-])c1cc(-c2ccc3ccccc3c2)n[nH]1	30%	9	-1	13µM*	-25%	15µM*	8.2µM*	0%	9
CC1=C(C(=O)OC2CCCC2)C(c2ccc(F)cc2F)CC(=O)N1 (centres undefined)	-11%	5	·	·	0%	·	·	2%	·
O=[N+]([O-])c1ccc(SCc2ccco2)cc1N1CCOCC1	14%	-13	-7	4%	-5%	-2%	-2%	-62%	1
CN(C)c1ccc(CNC(=O)C2Cc3c(-c4cccc(C(N)=O)c4)ccnc3O2)cc1 (centres undefined)	3%	0	-13	?	-5%	?	·	2%	-16
Oc1ccc(C[C@H]2CNCCN2CC2(c3ccccc3)CC2)cc1	4%	-37	-61*	-1%	-5%	-12%	2%	15%	0
Cc1cc2c3c(ccc(C)c3n1)N=CN2c1ccccc1	6%	0	?	-14%	-6%	-14%	4%	0%	-17
Cc1cc(C(=O)Nc2ncn[nH]2)ccc1[N+](=O)[O-]	-3%	34*	4	21%	7%	10%	-6%&1%	0%	-10
CCn1c2ccccc2c2nnc(SCC(=O)Nc3c(C)n(C)n(-c4ccccc4)c3=O)nc21	25%	-9	50	-18%	16%	-5%	-1%	5%	8
CCOc1ccccc1NCc1nnc2n1CCCCC2	9%	4	·	·	7%	·	·	?	·
COc1ccccc1NC(=S)NCc1ccco1	-1%	-4	0	11%	-8%	6%	-11%	-11%	0
Cc1ccc(S(=O)(=O)c2c(C)nn(-c3ccccc3)c2OC(=O)c2ccc(Br)o2)cc1	-19%	0	15	18%	5%	17%	-3%	7%	9
COC(=O)c1ccccc1OCCOCCOc1cccc2cccnc12	-1%	1	-4	0%	9%	-4%	-4%	-24%	5
COC(=O)CCC(NS(=O)(=O)OCC(Cl)(Cl)Cl)c1ccccc1 (centres undefined)	7%	-2	25	6%	1%	2%	-1%	0%	0
O=C(Nc1ccccc1Cl)c1cc(C2CCCN(C(=O)OCCF)C2)on1 (centres undefined)	12%	10	-21	2%	0%	15%	·	3%	26
CCCc1[nH]nc2c1C(c1ccc(O)c(OC)c1)C(C#N)=C(N)O2 (centres undefined)	-14%	4	-67*	1%	-14%	-3%	7%	1%	3
CN1CCN(C(=O)c2cccc(COc3cc(Cl)ccc3Cl)c2)CC1	23%	-49	-14	?	0%	-7%	-2%	-11%	-7
CCS(=O)(=O)N1CCCC(C(=O)NCCN2CCC(Cc3ccccc3)CC2)C1 (centres undefined)	13%	-11	0	5%	3%	8%	-10%	-2%	0
FC(F)(F)c1cnc(C(c2ccccc2)c2ncn[nH]2)c(Cl)c1 (centres undefined)	11%	-3	-8	0%	9%	-5%	5%	0%	-12
O=C(COc1ccc2c(c1)oc(=O)c1ccccc12)NC(Cc1ccc(Cl)cc1)C(=O)O (centres undefined)	-1%	-31	-12	1%	?	-3%	-6%	-33%	0
Cc1ccc(-n2c(=O)c3ccc(C(=O)NCc4ccco4)cc3n(CC(=O)Nc3ccc(C)c(F)c3)c2=O)cc1	-1%	-2	·	·	-1%	·	·	12%	·
CCN(CC)CC(=O)Nc1sc2c(c1C(=O)c1ccccc1C)CCC2	0%	-7	?	-24%	-14%	?	?	?	?
COc1ccc(C(=O)NCCCn2nc(C)cc2C)cc1S(=O)(=O)N1CCOCC1	-4%	6	10	8%	8%	4%	2%	22%	15
Cn1cnc(S(=O)(=O)N2CCN(c3ccc(F)cc3)CC2)c1	-3%	-1	18	-3%	-1%	-3%	-7%	12%	-12
Cn1c(-c2ccc(Cl)nc2)nc2cc(Cl)ccc21	14%	1	-6	-12%	-4%	-9%	0%	?	17
CCOC(=O)C1CCN(C(=O)C2CCN(C(=O)c3ccc([N+](=O)[O-])cc3)CC2)CC1	-10%	1	10	8%	·	-1%	4%	·	?
O=C(Cc1csc(N2CCOCC2)n1)N/N=C/c1ccc(Cl)cc1Cl	6%	-3	-21	4%	19%	1%	1%	?	12
CCc1nc2c(OCC(N)=O)cccn2c1N(C)C(=O)C(C)C	4%	-5	30	?	0%	11%	·	4%	-15
CC(C)=CC(=O)OCc1csc(CC(=O)Nc2ccccc2C)n1	6%	-19	25	-6%	-9%	4%	28%	6%	10
CCc1ccc(NC(=O)CC2C(=O)N(c3ccc(OC)cc3)C(=O)N2CCOC)cc1 (centres undefined)	-2%	-15	0	-5%	-9%	0%	2%	8%	17
Cc1cc(Br)ccc1OCC(=O)NNC(=O)c1ccc(NC(=O)C2CC2)cc1	-7%	2	0	-5%	2%	0%	3%	-22%	32
O=C(NC1CCCCCCC1O)c1ccccc1 (centres undefined)	1%	-13	12	9%	-7%	9%	-4%	17%	7
COC(=O)CSc1nc(N)c(C#N)c(CC(C)C)c1C#N	3%	-6	16	3%	5%	-2%	-149%[inhibitor]	-11%	-22
CCCCS(=O)(=O)N1C2=NC(C(=O)OC)=C(C(=O)OC)[C@@H]3N(C)c4ccc(OC)cc4[C@]23C[C@H]1C(=O)OC	3%	-5	14	11%	-8%	8%	?	-8%	-10

One compound at a time, as listed above.
CCCCS(=O)(=O)N1C2=NC(C(=O)OC)=C(C(=O)OC)[C@@H]3N(C)c4ccc(OC)cc4[C@]23C[C@H]1C(=O)OC is listed as GLP-1R agonist: 3%; DRD3 agonist: -5; IL1B secr inh: 14; HT1080NT lethal: 11%; KB-3-1 cytotox: -8%; HT1080 IDH1KD tx: 8%; SW480 rerep: ?; KB-V1 cytotox: -8%; DRD3 antagonist: -10
O=C(Cc1csc(N2CCOCC2)n1)N/N=C/c1ccc(Cl)cc1Cl is listed as GLP-1R agonist: 6%; DRD3 agonist: -3; IL1B secr inh: -21; HT1080NT lethal: 4%; KB-3-1 cytotox: 19%; HT1080 IDH1KD tx: 1%; SW480 rerep: 1%; KB-V1 cytotox: ?; DRD3 antagonist: 12

(listing goes on)
SMILES	GLP-1R agonist	DRD3 agonist	IL1B secr inh	HT1080NT lethal	KB-3-1 cytotox	HT1080 IDH1KD tx	SW480 rerep	KB-V1 cytotox	DRD3 antagonist
Clc1ccc(C2[C@H]3CN(Cc4cccnc4)[C@H](c4ccccc4)C34CC2(c2ccccc2)C4)cn1 (some centres undefined)	-3%	-3	42	-28%	?	-27%	2%	-7%	?
COC(=O)C1C(=O)C2=C(CC1C)NC(C)=C(C(=O)OCc1ccc(OC)cc1)C2c1ccc(C)o1 (centres undefined)	3%	5	-21	-4%	-13%	-18%	1%	2%	14
CCN(CC(=O)NCc1ccc(Cl)cc1)C(=O)CCOc1ccccc1C	2%	-7	-11	1%	-8%	-6%	-3%	-31%	4
COc1ccc(N2CCN(S(=O)(=O)c3ccc4c(c3)OCCO4)CC2)cc1	6%	-4	-10	18%	?	14%	0%	-22%	-7
CS(=O)(=O)c1cccc(S(=O)(=O)N2CCCCCC2)c1	3%	1	-2	22%	1%	24%	-18%	10%	3
CN(C)S(=O)(=O)c1cccc(NC(=O)CN2C(=O)NC3(CCc4ccccc4C3)C2=O)c1 (centres undefined)	4%	-5	16	16%	-7%	3%	-35%	1%	31
CC(=O)NNc1nc(-c2ccc(NC(C)=O)cc2)cs1	-1%	2	-7	-5%	-1%	-4%	0%	-14%	-3
CCOC(=O)C1CCN(c2cc(=O)n(Cc3ccc(F)cc3)c(=O)[nH]2)CC1	-2%	4	-14	5%	4%	2%	-15%	-2%	-8
COC(=O)Nc1ccc(C)c(NC(=O)OC)c1	-9%	5	-5	10%	-2%	12%	-7%	5%	40

Rows were taken by chance; about 12% have a hit in one of these screens.
